GRP78 ERSR act – ER stress response induction in glioma. U87-MG GRP78 promoter luciferase reporter, 16 h. Potency, µM, for the others: at the highest dose activation, usual class: activators. hit rate 0.02% among 420,000. AID 602332; further: potency means the concentration at half of the fitted maximal effect; series mostly up to about 76 µM; % of control where 0% means no effect; nearly all actives have a fitted effect of over 35% in size
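Stably transfected U87-MG human glioma cells carrying a GRP78-based luminescent sensor were seeded at 1000 cells/well, pin-dosed with compounds and incubated 16 h. Luciferase reagent was then added, and end-point luminescence was read after 10 min at room temperature.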
RXFP1 ag – agonists of human relaxin receptor RXFP1 | Q9HBX9 | HEK293T-RXFP1 cAMP TR-FRET, 30 min; response scale: percent of porcine relaxin response, buffer zero | Potency, µM (titrated, usually from 57.5 µM), for the others: at the highest dose activation, actives largely listed as activators | hit rate 0.3% among 370,000 | AID 2676; further: potency means the concentration at half of the fitted maximal effect; on the % scale 0 is the no-effect control and ±100 the full control effect; nearly all actives have a fitted effect of over 60% in size; many of its hits are not listed in these tables
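HEK293T cells stably expressing RXFP1 were pretreated with the PDE4 inhibitor Ro 20174, exposed to compounds for 30 min at 37C, lysed, and cAMP was read by TR-FRET. Data normalized to buffer (basal) and 29 nM porcine relaxin (100%).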
D1 antag – human D1 dopamine receptor antagonism | P21728 | HEK293 TREx D1 cells, calcium flux, dopamine EC80; stronger effect = lower value | activity change, negative = inhibition, % at 10 µM | hit rate 3.2% among 360,000 | AID 504652; in the data active means activity change below about -30%; further: on the % scale 0 is the no-effect control and ±100 the full control effect
Target sequence (P21728 whole entry, looked up): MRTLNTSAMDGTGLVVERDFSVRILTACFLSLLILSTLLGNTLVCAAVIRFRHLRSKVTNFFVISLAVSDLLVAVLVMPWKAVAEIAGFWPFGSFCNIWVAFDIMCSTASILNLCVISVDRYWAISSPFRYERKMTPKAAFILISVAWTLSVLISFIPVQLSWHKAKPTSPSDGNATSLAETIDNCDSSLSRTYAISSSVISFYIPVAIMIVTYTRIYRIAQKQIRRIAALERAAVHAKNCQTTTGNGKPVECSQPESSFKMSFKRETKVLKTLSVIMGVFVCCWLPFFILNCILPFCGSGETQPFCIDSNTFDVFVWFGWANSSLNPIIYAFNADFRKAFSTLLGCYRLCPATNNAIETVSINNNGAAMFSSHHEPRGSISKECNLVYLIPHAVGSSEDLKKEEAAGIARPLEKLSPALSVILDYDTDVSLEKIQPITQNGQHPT
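After overnight tetracycline induction at 30 C, force-coupled D1 HEK293 cells took up a no-wash calcium dye at room temperature. Compounds were added and monitored 180 s, and the response to EC80 dopamine was then recorded.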
D1 ag – activates the human D1 dopamine receptor. hit rate 1% among 360,000. P21728. HEK293 T-REx D1 cells, calcium flux, agonist mode. AID 504660. activation, % at 2 µM; in the data active means activation above about 30%; further: 0% is about no effect
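Tetracycline-induced HEK293 TREx D1 cells, force-coupled to calcium signalling, were dye-loaded with a no-wash calcium kit. Compound was pin-added after a 10 s baseline. Fluorescence was read kinetically at 1 cycle/s for 180 s, with calcium rises flagged as agonism.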
LDHA block – blocks human lactate dehydrogenase A; P00338; purified LDHA, NADH/diaphorase-resazurin fluorescence; stronger effect = lower value; activity change, % (values are at about 110 or 230 µM); hit rate 0.15% among 480,000; AID 1347041; in the data active means activity change below about -30%; inconclusive means mostly about -25% to -30%;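 further: plate controls were DMSO wells for no effect and wells without enzyme for full effect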
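Enzyme activity of human lactate dehydrogenase 5 (2 nM; 0.06 mM NADH, 0.2 mM pyruvate, 5 min, RT) is measured via a resazurin/diaphorase fluorescence readout of residual NADH.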
D1 PAM – enhances dopamine response at the human D1 receptor; AID 504651; P21728; potentiation, % at 10 µM; hit rate 0.036% among 360,000; HEK293 TREx D1 cells, calcium flux, dopamine EC20 potentiation; in the data active means potentiation above about 30%; further: 0% is about no effect
D2 potentiator – D2 dopamine receptor (human) potentiation; potentiation, % at 10 µM; P14416; AID 485347; hit rate 0.34% among 340,000; HEK293 T-REx D2, calcium flux, EC20 dopamine potentiation;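 active means potentiation over 3 SD above the plate norm, cut at about 30% in these data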; further: 0% is about no effect
Target sequence (P14416 whole entry, looked up): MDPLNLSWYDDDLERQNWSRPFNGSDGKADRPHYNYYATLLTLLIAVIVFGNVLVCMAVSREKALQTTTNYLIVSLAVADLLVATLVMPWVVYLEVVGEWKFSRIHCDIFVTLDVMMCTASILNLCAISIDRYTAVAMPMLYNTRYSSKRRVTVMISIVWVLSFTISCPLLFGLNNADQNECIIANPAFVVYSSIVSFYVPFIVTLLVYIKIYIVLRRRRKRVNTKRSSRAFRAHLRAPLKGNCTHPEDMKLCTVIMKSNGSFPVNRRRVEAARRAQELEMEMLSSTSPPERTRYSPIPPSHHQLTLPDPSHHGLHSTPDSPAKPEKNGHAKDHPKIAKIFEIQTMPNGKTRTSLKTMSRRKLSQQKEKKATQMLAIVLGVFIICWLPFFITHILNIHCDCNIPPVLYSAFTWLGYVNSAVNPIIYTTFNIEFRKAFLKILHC
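Cells plated with tetracycline inducer and held overnight at 30 C; calcium dye loaded 30–90 min at room temperature; baseline taken, compound added and read 180 s; EC20 dopamine then added and read 180 s.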
Vif-A3F inh – inhibitors of Vif-A3F interaction; HeLa A3F-eYFP + Vif (tagged APOBEC3F with the HIV-1 protein that degrades it), YFP fluorescence increase; Potency, µM (top dose mostly 46.1 µM), inactives show at the highest dose activity, negative = active; hit rate 0.2% among 390,000; further: potency means the concentration at half of the fitted maximal effect; % of control where 0% means no effect; nearly all actives have a fitted effect of over 65% in size
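Fluorescence increase (Ex 488/Em 500-530) after overnight compound treatment at 37 deg C flags inhibition of Vif-driven A3F-eYFP loss in stable HeLa A3F-eYFP/Vif cells seeded overnight beforehand.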
Vif-A3G inh – Vif-A3G binding inhibition | Q9HC16 | HeLa A3G-eYFP + Vif (tagged APOBEC3G with the HIV-1 protein that degrades it), YFP fluorescence, overnight | Potency, µM (doses to about 46.1 µM), for the others: at the top dose activity, negative = active, actives largely listed as inhibitors | hit rate 0.076% among 410,000;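 further: potency means the concentration at half of the fitted maximal effect; on the % scale 0 is the no-effect control and ±100 the full control effect; nearly all actives have a fitted effect of over 60% in size; hits raise eYFP signal because A3G escapes Vif-driven loss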
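Read-out is eYFP fluorescence (Ex 488/Em 500-530) from Vif-expressing HeLa A3G-eYFP cells; more signal means A3G escaped Vif-mediated degradation. Cells plated overnight, compound pinned in, incubated overnight at 37 deg C.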
* hit, by the source's call; ? = inconclusive; / = not tested or not shown. Unless noted, the call rests on the fitted dose curve; in most records, active means well fitted curve in the direction sought with a large enough effect; inconclusive means small, poorly fitted or top-dose-only effect, or another doubt; inactive means no such curve, though single readings can be large; an effect the other way counts as inactive or inconclusive. These rows are one share of the data, so the mix of outcomes need not match the whole.

Start of the data: the first two entries (preview)
SMILES	GRP78 ERSR act	RXFP1 ag	D1 antag	D1 ag	LDHA block	D1 PAM	D2 potentiator	Vif-A3F inh	Vif-A3G inh
CCC(OCC(O)CN1CCCCC1)c1ccccc1 (centres undefined)	-5%	0.4%	-29	2	1	0	-2	15%	2%
CCCCc1c(C)nc(N2CCCC2)[nH]c1=O	1%	-1.7%	-18	0	-10	-2	-2	-1%	2%

The whole of this part, previewed entries included:
SMILES	GRP78 ERSR act	RXFP1 ag	D1 antag	D1 ag	LDHA block	D1 PAM	D2 potentiator	Vif-A3F inh	Vif-A3G inh
CCC(OCC(O)CN1CCCCC1)c1ccccc1 (centres undefined)	-5%	0.4%	-29	2	1	0	-2	15%	2%
CCCCc1c(C)nc(N2CCCC2)[nH]c1=O	1%	-1.7%	-18	0	-10	-2	-2	-1%	2%
Cn1c(SCC(=O)NC(c2ccccc2)c2ccccc2)nnc1-c1cccs1	-2%	-1.0%	-4	-1	1	8	/	/	1%
O=C(NNC(=O)c1cc(-c2ccc(Br)cc2)nc2ccccc12)c1csc(N2CCOCC2)n1	1%	/	/	/	-2	/	/	-19%	-8%
Cc1csc(SCc2nc3sc4c(c3c(=O)[nH]2)CCC4)n1	-2%	-1.9%	16	-3	-15	0	7	-9%	2%
Cc1ccc2nc(C3CCCN(C(=S)Nc4ccccc4C)C3)[nH]c2c1 (centres undefined)	-1%	-2.2%	-1	-1	-7	1	10	2%	-10%
CCCCNc1c(-c2cccc(-c3ccc(OC)cc3)c2)nc2cc(C)ccn12	-7%	/	/	/	0	/	/	-17%	-12%
CC1CCCCC1NC(=O)COC(=O)c1ccc2c(=O)n3c(nc2c1)CCC3 (centres undefined)	4%	/	/	/	-3	/	/	0%	7%
O=C(CSc1nnc(CNC(=O)c2ccco2)o1)Nc1ccc(Br)cc1	-4%	-0.9%	-4	4	-5	-5	8	0%	-2%
COC(=O)c1ccc(CCc2cc(O)ccc2O)cc1	-4%	/	/	/	40	/	/	-7%	?
NC(=O)c1nsc(C(=O)N(c2ccccc2)C(C(=O)NCc2ccc(F)cc2)c2ccco2)c1N (centres undefined)	-1%	0.3%	-1	-1	-9	-1	/	10%	-3%
COc1cc(/C=C/C(=O)OCC(=O)N2CCCC2)ccc1OCC#N	-7%	1.5%	20	3	1	-5	-2	-3%	-1%
O=C(NC1CCCCCC1)c1ccc(CS(=O)c2ccc(Br)cc2)o1 (centres undefined)	-3%	-4.7%	-4	-2	2	3	-8	-1%	5%
CC(=O)Nc1cccc(OCCCNC(=O)c2ccc(F)cc2)c1	-2%	1.4%	-16	4	0	-1	-8	-3%	2%
Cc1[nH]n(-c2cccc(Cl)c2)c(=O)c1/C=N/n1c(C)nc2ccccc2c1=O	1%	-0.6%	4	2	1	-2	1	-7%	2%
O=C(CNC(=O)c1ccc(F)cc1)c1ccccc1	-8%	0.1%	-8	1	0	-2	-13	-5%	0%
CCSc1nnc(-c2ccc(S(=O)(=O)N3CCOCC3)cc2)n1C	-5%	-1.4%	-17	1	-4	3	-4	-12%	1%
C/C(=N\NC(=O)c1cccc(S(=O)(=O)N2CCCC2)c1)c1ccc(C)cc1	0%	0.0%	-17	0	-6	-5	/	2%	-1%
CC(=O)N1CCOc2cc(S(=O)(=O)Nc3c(C)cccc3C(C)C)c(Cl)cc21	-1%	-4.7%	14	-1	-6	4	7	-3%	0%
COc1cc(C)ccc1OCCSc1nnc(-c2cccs2)o1	2%	7.4%	-3	0	0	0	-10	-8%	1%
C=CCN(CC=C)C(=O)Nc1cc(Cl)ccc1OC	-2%	4.0%	-1	2	1	4	-4	-14%	-1%
COc1ccccc1NS(=O)(=O)c1cc(NC(=O)/C=C/c2cccs2)ccc1N1CCOCC1	-2%	2.5%	-12	1	-9	6	-4	-7%	-1%
COC(=O)[C@@H](NC(=O)N(C1CCCCC1)C1CCCCC1)C(C)C	-2%	-5.5%	-14	0	-2	-6	-1	-7%	2%
C/C=C/c1ccc(OCc2cc(=O)n3cc(C)ccc3n2)c(OC)c1	-4%	7.3%	4	2	3	0	-2	?	-1%
Cc1cc(Oc2cnn(C(C)(C)C)c(=O)c2Cl)cc(C(C)C)c1	0%	-0.7%	-7	5	0	-1	11	-1%	0%
Carrying on.
SMILES	GRP78 ERSR act	RXFP1 ag	D1 antag	D1 ag	LDHA block	D1 PAM	D2 potentiator	Vif-A3F inh	Vif-A3G inh
Cn1c(=O)c(=O)n(C)c2cc(NC(=O)c3ccccc3Br)ccc21	-2%	7.1%	4	1	-1	2	/	-6%	4%
Cc1cc(OCCOCCNC(C)C)cc(C)c1Cl	-5%	1.5%	-7	20	-18	-6	-19	2%	3%
COc1ccc(C(=O)OCCc2ccc(O)cc2)cc1	4%	3.4%	-15	-1	3	-2	2	-1%	0%
C/C(=N\Nc1ccccc1C(=O)O)c1ccncc1	6%	-2.8%	1	3	1	1	/	3%	2%
CCN(C(=O)COC(=O)c1ccc(Cl)cc1N)C1CCCCC1	0%	3.0%	-20	2	-1	-5	-5	17%	3%
Oc1ccc(/C=N/N2CCN(C3c4ccccc4-c4ccccc43)CC2)cc1O	-1%	-2.4%	15	5	19	3	3	-1%	-6%
Cc1ccc(-c2csc(N=C(N)N)n2)c(C)c1	1%	-0.5%	0	15	-5	-12	4	-5%	?
COc1ccc(NC(=O)CC2C(=O)N(c3ccc(C)cc3)C(=O)N2CCc2ccccc2)cc1 (centres undefined)	0%	0.3%	-37*	1	1	-5	-7	-1%	-2%
COc1ccc(NC(=O)CN2CCC(C)CC2)cc1	2%	0.4%	8	4	-6	-2	-3	-6%	-1%
CCCn1c(C2CC(=O)N(c3cc(OC)ccc3OC)C2)nc2ccccc21 (centres undefined)	-3%	0.5%	7	0	6	-8	8	-14%	-6%
O=[N+]([O-])c1cc([N+](=O)[O-])c(Oc2cc(Cl)ccc2Cl)cc1NC1CCCCCCC1	-2%	0.4%	-1	0	-3	0	4	-1%	1%
COc1cc(CCCN2CCNC[C@H]2Cc2cccc3ccccc23)cc(OC)c1OC	-2%	/	/	/	0	/	/	1%	2%
CCCCC(=O)NNC(=S)NC(=O)CCC	-7%	-0.5%	-10	2	0	-12	-1	0%	2%
O=C(CP(=O)(CO)CO)c1ccc(Cl)cc1	-1%	-1.2%	14	-1	-9	4	1	-1%	0%
Cc1ccc(NC(=O)c2ccc3snnc3c2)cc1	3%	3.0%	-17	2	-8	-6	1	1%	-5%
CCOc1ccc(OCCOc2cccc(C(F)(F)F)c2)cc1	-6%	3.2%	3	8	-6	4	/	2%	-3%
COc1cccc2c3cccc(OC)c3c3[nH]cnc3c12	-12%	/	/	/	19	/	/	2%	-1%
Cc1ccc2c(C)c(C(=O)NCC(c3ccc(Cl)cc3)N3CCOCC3)oc2c1 (centres undefined)	-3%	-2.1%	8	1	3	3	12	-2%	-8%
CC(C)NC(=O)NC(=O)COC(=O)c1ccccc1O	-3%	-1.5%	-1	-3	-4	-2	1	14%	6%
COc1ccc(OC)c(NC(=O)CSc2nnc(C)n2Cc2ccccc2)c1	-8%	1.7%	-14	2	1	6	-7	0%	1%
COc1ccc(CN2CCCCCC2)c(C)c1C	1%	-0.2%	-1	3	-18	3	-26	-10%	-1%
CCc1ccc(OCC(=O)NNC(=O)c2cc(S(=O)(=O)N(C)C)ccc2N2CCCC2)cc1	-2%	-0.9%	-11	1	-2	-1	0	0%	1%
CCCNC(=O)CCn1cc(-c2ccc(OC)cc2)nc1CCN	-4%	0.3%	-8	1	-7	-2	0	-6%	1%
CCc1ccc(NC(=O)COc2coc(CN3CCN(c4ccccc4)CC3)cc2=O)cc1	-3%	-0.2%	-9	2	-15	-3	9	5%	0%
CC(OC(=O)CCN=C1NS(=O)(=O)c2ccccc21)C(=O)NCc1ccccc1 (centres undefined)	-3%	3.9%	5	1	-2	7	2	-20%	-7%
COc1cc2c(cc1OC)CN(C(=O)c1ccc(S(=O)(=O)N3CCCC3)cc1)CC2	-1%	3.7%	-5	1	3	1	-4	0%	-5%

4 entries from above, sorted by SMILES length, lowest first:
SMILES	GRP78 ERSR act	RXFP1 ag	D1 antag	D1 ag	LDHA block	D1 PAM	D2 potentiator	Vif-A3F inh	Vif-A3G inh
COc1cc(C)ccc1OCCSc1nnc(-c2cccs2)o1	2%	7.4%	-3	0	0	0	-10	-8%	1%
Cn1c(SCC(=O)NC(c2ccccc2)c2ccccc2)nnc1-c1cccs1	-2%	-1.0%	-4	-1	1	8	/	/	1%
Cc1ccc2c(C)c(C(=O)NCC(c3ccc(Cl)cc3)N3CCOCC3)oc2c1 (centres undefined)	-3%	-2.1%	8	1	3	3	12	-2%	-8%
COc1cc2c(cc1OC)CN(C(=O)c1ccc(S(=O)(=O)N3CCCC3)cc1)CC2	-1%	3.7%	-5	1	3	1	-4	0%	-5%

Bioassay records deposited in PubChem by National Center for Advancing Translational Sciences (NCATS).
